pCIP destab: p/CIP-EGFP fusion destabilizers, primary screen, fluorescence, F442A cells. 16 h. decrease of EGFP signal, % at 10 µM. 0.01% of 290,000 active. AID 1984, 2009;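 active = EGFP signal decrease of at least 30% at 10 µM or well 3 SD below plate mean, unless failing retest; inactive = the rest, including hits failing retest or dose response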; note: some compounds called inactive have numbers as strong as hits; many of its hits are not listed in these tables
GalR3 antag: GalR3 antagonists in HEK293 cells, primary screen, cell-based, fluorescence readout | Galanin receptor type 3 (Homo sapiens), O60755 | HEK293 GalR3-CNG cAMP membrane potential fluorescence; galR3 body fused to GalR1 C-terminus | inhibition, % at 3 µM | 0.44% of 360,000 active;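 active = inhibition above the screen-wide average plus 3 SD, cut at about 13% in these data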;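 note: forskolin and galanin both at EC90 stimulate the cells; cAMP rise reported by CNG channel membrane potential dye signal; 0% = forskolin plus galanin with DMSO and 100% = forskolin alone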
Target sequence (O60755 1-299 limits assumed): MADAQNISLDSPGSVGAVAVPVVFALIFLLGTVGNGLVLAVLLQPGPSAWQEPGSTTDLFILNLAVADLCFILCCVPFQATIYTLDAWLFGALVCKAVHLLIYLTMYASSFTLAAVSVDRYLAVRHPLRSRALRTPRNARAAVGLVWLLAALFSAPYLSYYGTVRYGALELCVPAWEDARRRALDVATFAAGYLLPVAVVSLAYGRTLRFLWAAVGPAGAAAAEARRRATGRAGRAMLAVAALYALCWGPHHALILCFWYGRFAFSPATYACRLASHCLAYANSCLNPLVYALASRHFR
CHRM4 PAM: human M4 muscarinic receptor positive allosteric modulators, primary screen, CHO-K1 cells, Fluo-8 calcium fluorescence; Muscarinic acetylcholine receptor M4 (Homo sapiens), P08173; CHO-K1 hM4/Gqi5, ACh EC20; 0% = ACh EC20, 100% = maximal ACh; activation, % at 3 µM; 0.4% of 360,000 active; AID 624126, 2012;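 active = activation above its plate's cutoff, the mean activation of sample wells plus 3 SD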; note: some results filed as inactive read as strong as hits
Target sequence (P08173 whole entry, looked up): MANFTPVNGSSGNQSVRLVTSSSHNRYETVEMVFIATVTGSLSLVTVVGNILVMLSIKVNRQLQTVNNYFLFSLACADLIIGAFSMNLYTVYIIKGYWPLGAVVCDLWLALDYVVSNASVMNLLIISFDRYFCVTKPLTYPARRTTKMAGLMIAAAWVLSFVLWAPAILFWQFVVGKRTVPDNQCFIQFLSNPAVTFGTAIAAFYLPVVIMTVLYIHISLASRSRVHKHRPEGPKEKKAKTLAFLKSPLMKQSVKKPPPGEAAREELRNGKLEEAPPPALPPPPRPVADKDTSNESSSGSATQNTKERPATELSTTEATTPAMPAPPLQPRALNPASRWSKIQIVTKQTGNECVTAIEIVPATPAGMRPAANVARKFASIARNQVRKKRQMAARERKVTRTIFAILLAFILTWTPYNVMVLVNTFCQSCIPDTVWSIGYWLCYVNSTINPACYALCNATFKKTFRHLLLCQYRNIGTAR
IDE act: human IDE activators in live cells, primary screen, fluorescence polarization, HEK cells, FAbeta-B substrate | AID 493087, 2011 | activation, % at 5.96 µM | 0.073% of 340,000 active | FAbeta-B cleavage; 0% vehicle, 100% cell-free pure enzyme wells;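 active = activation above the mean of all tested compounds plus 3 SD, set per screening campaign, cut at about 17% in these data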
MEKK3 PB1 HTS: modulators of MEKK3-MEK5 PB1 binding, primary screen, biochemical, wildtype MEKK3, multiplex bead flow cytometry, Alexa488-MEK5. Mitogen-activated protein kinase kinase kinase 3 (Homo sapiens), Q99759. bead-based flow cytometry, Alexa488-MEK5 binding to MEKK3; actives lie on both sides; 0 = blocked by unlabeled MEK5, 100 = vehicle. binding response (% of control), % at 10 µM. 1.4% of 290,000 active. AID 1529, 2009;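 active = binding response more than 3 SD above or below the average of its plate-row segment, actives on both sides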;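 note: Alexa488 bead fluorescence after subtracting the streptavidin-only scavenger bead signal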
CRFBP-R2 agonist: agonists of CRF-BP/CRF-R2 complex, primary screen, cell-based, HEK293, calcium dye fluorescence, uHTS; calcium dye fluorescence (FLIPR); percent of saturating CRF peptide response; activation, % at 13.2 µM; CRF-binding protein / CRF receptor 2 complex (human); 0.46% of 350,000 active;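 active = activation of at least 50%, plus an integration ratio under a set limit after plate pattern correction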;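 note: plate controls were neutral control wells without compound for no effect and CRF at EC100 for full effect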
IDE cell inh: human IDE inhibitors in live cells, primary screen, fluorescence polarization, HEK cells, FAbetaB substrate. 0.41% of 320,000 active. inhibition, % at 5.59 µM. FAbetaB cleavage;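 active = percent inhibition above the average of all tested compounds plus 3 SD, set per screening campaign, cut at about 16% in these data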;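 note: IDE supplied by intact live HEK cells; FP after avidin binding of uncleaved biotin substrate so inhibition keeps polarization high; 0% = DMSO wells and 100% = 60 µM reference IDE inhibitor Ii1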
CRFBP-R2 block: antagonists of CRF-BP/CRF-R2 complex, primary screen, cell-based, HEK293, calcium dye fluorescence, uHTS; CRF-induced calcium fluorescence; inhibition, % at 11.8 µM; 0.59% of 350,000 active; AID 588475, 2011;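 active = inhibition of the ligand-induced calcium signal above about 50% at the single tested concentration, limit read from the data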
PHOSPHO1 inh: PubChem AID 1565 | inhibition, % at 13.3 µM | recombinant PHOSPHO1, absorbance phosphatase assay | Phosphoethanolamine/phosphocholine phosphatase (Homo sapiens), Q8TCT1 | 1.1% of 290,000 active; in the data active = inhibition above about 60%
Target sequence (Q8TCT1 whole entry, looked up): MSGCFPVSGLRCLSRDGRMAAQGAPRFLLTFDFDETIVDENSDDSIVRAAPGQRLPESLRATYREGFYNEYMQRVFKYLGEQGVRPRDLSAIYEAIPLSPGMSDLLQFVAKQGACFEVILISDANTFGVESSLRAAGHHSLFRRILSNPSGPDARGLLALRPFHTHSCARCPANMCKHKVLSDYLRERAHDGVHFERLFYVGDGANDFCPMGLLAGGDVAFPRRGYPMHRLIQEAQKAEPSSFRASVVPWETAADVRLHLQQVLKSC
Numbers without * were called inactive; nt = not tested or not shown; & = joins results of further samples.

pCIP destab	GalR3 antag	CHRM4 PAM	IDE act	MEKK3 PB1 HTS	CRFBP-R2 agonist	IDE cell inh	CRFBP-R2 block	PHOSPHO1 inh	compound
-5	-4	-3	3	101	-0.4	2	17	-2	CCCOc1ccc(CN(CCC#N)C(=S)NC(=O)c2ccccc2)cc1
-21	-4	0	-2	92	-1.7	0	0	24	COc1ccc(C(=O)C[n+]2ccc(N)c(C)c2C)cc1
-30	10	2	1	98	-2.0	-1	3	11	CCOC(=O)c1[nH]c2ccc(F)cc2c1NC(=O)CCN1CCSCC1
nt	-3	4	2	nt	1.4	1	3	nt	COc1ccc(CN(C)CC(=O)N(C)CC(=O)Nc2ccccc2Br)cc1F
nt	-4	-1	1	nt	-1.5	nt	12	nt	O=C1OC2(c3ccccc31)c1ccccc1-c1ccccc12
-10	-3	10	9	96	-0.8	0	7	-40	Cc1ccc(N(C(C)C(=O)Nc2c(C)n(C)n(-c3ccccc3)c2=O)S(C)(=O)=O)cc1C (stereo unspecified)
-16	-7	-1	-2	99	2.1	1	-9	36	COc1ccc(C(C(=O)NCc2ccccc2)N(C(=O)c2snc(C(N)=O)c2N)c2ccccc2OC)cc1 (stereo unspecified)
nt	-3	-12	nt	nt	3.7	nt	-19	nt	Cc1ccc(S(=O)(=O)N2C[C@@H](C)[C@]3(C2)[C@H](O)[C@H](OC(=O)NCc2ccccc2F)C[C@H]2C(=O)N(c4ccccc4)C(=O)[C@H]23)cc1
-16	2	0	-4	97	2.0	6	9	-34	Cc1csc(=O)n1CCC(=O)OCC(=O)N(CC(C)C)c1c(N)n(Cc2ccccc2)c(=O)[nH]c1=O
-5	-11	8	1	108	-1.6	13	-54	-3	O=C(Nc1cccc([N+](=O)[O-])c1)c1ccc2c(c1)OCO2
0	-2	-5	6	104	-0.1	3	8	23	CN(C)c1ccc(CNC(=O)C2CCN(S(=O)(=O)c3ccc4c(c3)CCCC(=O)N4)CC2)cc1
-6	-2	-5	0	102	1.4	0	-5	-2	Cc1ccc2c(Cl)cc(Cl)c(OCC(=O)Nc3cc(S(=O)(=O)N(C)C)ccc3C)c2n1
-7	-1	-7	4	105	0.3	1	-9	19	Cc1ccc(-n2c(-c3cc(-c4ccco4)[nH]n3)n[nH]c2=S)c(Br)c1
-12	0	nt	nt	90	2.0	7	-4	-16	COCCn1c(C(=O)N2CCCC2)cc2c1C[C@H]1CN(C(=O)c3ccccc3)[C@@](Cc3ccc(F)cc3)(C(=O)OC)[C@@H]21
15	-3	-2	-2	83	-1.7	1	21	23	CCOc1ccc(C(=O)/C=C/c2cc(OC)c(OC)c(OC)c2)cc1
-8	2	-5	0	102	37	-2	18	-56	N=c1c(C(=O)NCC2CCCO2)cc2c(=O)n3ccccc3nc2n1Cc1cccnc1 (stereo unspecified)
-16	-9	2	4	101	-1.3	0	1	22	COc1ccccc1NC(=O)CC12CC3CC(CC(Br)(C3)C1)C2
3	-3	6	6	108	-2.2	0	11	10	O=C(c1ccc2c(c1)OCO2)N1CCCC(c2ccccc2)C1 (stereo unspecified)
3	-3	13	-6	112	-1.0	2	13	16	O=C(CCn1cccc1)NCc1ccc(Cl)cc1
nt	-2	13	2	nt	-4.3	nt	24	nt	CCOC(=O)C1(NC(=O)C2(N3C(=O)c4ccccc4C3=O)CCCC2)CCCC1
3	4	-40	2	114	-0.3	1	13	24	COC(=O)c1cc2occc2n1Cc1nc(-c2ccccc2F)oc1C
nt	0	5	6	nt	1.6	8	27	nt	COc1ccc([C@H]2C(C(=O)O)=C[C@@H](C(C)(C)C)N2S(=O)(=O)c2ccc(C)cc2)cc1OC
-11	-4	0	-1	98	5.5	0	2	-27	COc1ccc(CCC(=O)N2CCN(C3CCCCC3)CC2)cc1
1	-4	1	4	96	0.9	-5	5	24	Cn1c(SCC(=O)Nc2ccccc2)nc(O)cc1=O
nt	-3	0	-3	nt	-1.1	nt	4	nt	CC1(c2ccccc2)NC(=O)N(CC(=O)NNC(=O)c2ccccc2F)C1=O (stereo unspecified)
6	9	-4	6	104	-1.9	4	6	48	O=C(CSc1ccncc1)Nc1ccc(S(=O)(=O)Nc2nccs2)cc1
-2	-9	0	7	105	-0.4	0	1	51	CCOc1ccc(CNC2CCCCCCC2)cc1OC
-9	-8	-3	-1	100	2.5	6	-37	4	CCOc1ccc(C(C(=O)NCC2CCCO2)N(C(=O)c2snc(C(N)=O)c2N)c2ccc(F)cc2)cc1 (stereo unspecified)
2	-3	1	0	100	-3.7	1	16	48	COc1ccc(C2C(C(=O)Nc3cccc(OC)c3)c3ccccc3C(=O)N2C)cc1 (stereo unspecified)
-5	-3	-7	-2	103	-1.2	5	-5	-8	COc1ccnc(Oc2ccc(Cl)cc2)c1C#N
-2	-9	3	6	100	-1.4	-7	-18	14	CN(C)CCn1c(=O)n(Cc2ccco2)c(=O)c2c3c(sc21)CCCCC3
-3	-8	-18	4	96	2.0	4	-22	24	Cc1cccn2c(CN[C@@H]3CCCC[C@H]3c3ccccc3)c(C(=O)N3CCOCC3)nc12
8	4	-2	2	100&105	-0.1	1	-4	-15	Cc1ccc(C2/C(=C(\O)c3cnn(-c4ccccc4)c3C)C(=O)C(=O)N2CCN(C)C)o1 (stereo unspecified)
6	-2	-1	-3	99	0.2	-4	-18	9	COc1ccc(CN2CCC(n3nccc3NC(=O)c3cccc(F)c3)CC2)cc1O
-4	-8	-1	3	102	2.0	-1	-27	43	CCCCN(C)CCCN1C(=O)C2C(C(=O)Nc3cccc(OC)c3)C3C=CC2(O3)C1C(=O)NC1CCCCC1C (stereo unspecified)
2	3	-20	-1	99	0.5	-2	-3	-11	COc1ccc(CC2(CO)CCN(C(C)Cc3ccc(Cl)cc3)CC2)cc1 (stereo unspecified)
nt	-1	8	3	nt	0.7	nt	-7	nt	COc1cccc(NC(=O)CN(C)C(=O)CCC(=O)c2cc(C)sc2C)c1
-8	-2	-5	4	103	1.0	nt	-3	37	COc1cccc(OC)c1C(=O)Nc1ccccc1C(=O)N1CCCC1
nt	-2	4	1	nt	1.4	3	-8	nt	CCC(=O)c1ccc(OCC(=O)Nc2ccc(N3CCCCC3)cc2)cc1
-4	-3	-1	-1	100	-1.4	1	53*	-11	CCOc1ccc(S(=O)(=O)Nc2cccnc2)cc1
-10	-2	9	8	97	-0.1	4	11	16	O=C(N/N=C/c1cccc([N+](=O)[O-])c1)C1CC(=O)N(c2ccc(Cl)cc2)C1 (stereo unspecified)
-10	-1	5	1	109	0.6	5	-6	18	Cn1c(=O)n(Cc2ccc(Cl)cc2)c(=O)c2c1nc1n2CCN1Cc1ccco1
6	3	-1	0	98	-0.9	5	4	22	O=C(NCc1nc2ccccc2[nH]1)C1=C[C@@H](C2CC2)C[C@@H](OCc2ccc(CO)cc2)O1
3	-4	-12	5	94	-0.6	-3	3	32	Cc1cc(NC(=O)CCC(=O)N(c2ccc(F)cc2)C(C(=O)NC2CCCC2)c2cccnc2)no1 (stereo unspecified)
-30	-8	-13	2	99	-0.3	-1	-9	39	Cc1ccc2cc(CN(CCCO)S(=O)(=O)c3ccccc3F)c(=O)[nH]c2c1C
-5	1	8	2	95	2.6	2	0	-12	Nc1c(Br)cc(Br)c(N2CCCC2=O)c1Br
-29	-4	6	5	97	-3.2	12	-7	-12	c1ccc2oc(SCc3nc4ccccc4s3)nc2c1
nt	4	-7	1	nt	3.3	1	1	nt	CC(NC(=O)Cn1cc([N+](=O)[O-])cn1)c1ccc(C(C)(C)C)cc1 (stereo unspecified)
-19	1	7	2	100	-0.9	-3	-6	-16	c1ccc(N2CCN(Cc3nnnn3C3CCCCC3)CC2)cc1
-7	-6	4	-1	102	-2.3	1	21	-12	COc1ccccc1-c1ccc(SCc2ccc([N+](=O)[O-])cc2)nn1
-9	-5	2	3	99	0.3	3	-16	-1	CCCC(=O)Nc1ccc(NC(=S)NC(=O)c2ccccc2[N+](=O)[O-])cc1
-13	-6	-4	0	102	0.3	1	2	19	O=C1N=C2SCCN2/C1=C\c1c(Cl)cccc1Cl
-6	-1	6	2	114	-0.1	1	3	10	O=C1C(c2ccncc2)=C(O)c2ccccc21
-1	-3	3	4	105	2.5	2	-20	56	Cc1cc(C)n(CC(=O)c2cccc(N)c2)n1
1	-4	-3	1	107	3.0	-1	17	48	CN(C)S(=O)(=O)N1CCC(Oc2ccc(C(=O)NCCc3cscn3)cc2)CC1
-8	3	1	2	115	0.9	4	3	49	NNC(=O)c1cnn(-c2ccccc2)c1C(F)(F)F

Next results
pCIP destab	GalR3 antag	CHRM4 PAM	IDE act	MEKK3 PB1 HTS	CRFBP-R2 agonist	IDE cell inh	CRFBP-R2 block	PHOSPHO1 inh	compound
-17	-2	3	-2	100	3.2	2	-5	15	O=c1oc2ccccc2c(O)c1C=Nc1cccnc1
-1	1	4	-4	95	-0.2	3	-18	42	CCOC(=O)c1cc2c(C(F)(F)F)cc(-c3ccccc3)nc2o1
2	-1	2	4	100	6.8	1	22	8	CN=C(Nc1ccccc1OC)SC1CC(=O)N(c2ccc(C(=O)OC)cc2)C1=O (stereo unspecified)
-32	97*	-20	4	97	-3.0	9	-14	3	c1ccc2c(c1)OCC(CNc1ncnc3sccc13)O2 (stereo unspecified)
-8	1	11	9	101	16	0	14	-5	COC(=O)CP(=O)(c1ccccc1)c1ccccc1
-2	-2	8	6	105	3.7	5	4	-26	CCOC(=O)C1CCN(c2ccc(Cl)nn2)CC1
-8	-3	-3	1	104	0.2	0	-8	17	COc1ccc(CN(CC(=O)NCCc2ccccc2)C(=O)CCC(=O)Nc2cc(C)ccn2)cc1
-10	5	-6	-2	105	-2.5	2	-18	36	Cc1ccc(NCC(=O)N/N=C/c2cccc(Br)c2)cc1
-12	-3	-3	-4	94	-0.2	nt	-2	27	NC(=O)c1nsc(C(=O)N(Cc2ccco2)C(C(=O)NC2CCCC2)c2ccc(O)cc2)c1N (stereo unspecified)
-3	-9	-10	1	106	8.0	-1	-13	16	COc1ccc(CNCCC(c2ccccc2)c2ccc(OC(C)C)cc2)cc1OC (stereo unspecified)
-5	5	-2	6	145*	-1.7	-2	1	46	CC1(C)CC(=O)C2=C(C1)Nc1ncnn1C2c1cccs1 (stereo unspecified)
-53	-6	-16	-66	94	15	11	-26	12	Oc1cccc(Nc2nc(O)c(/C=C3\C=Nc4ccccc43)s2)c1
nt	-3	4	-1	nt	0.9	3	2	nt	O=C(Nc1ccc(F)c(Cl)c1)c1ccccc1

Shown field by field: 3 of the compounds above
SMILES: CC1(C)CC(=O)C2=C(C1)Nc1ncnn1C2c1cccs1 (stereo unspecified)
  pCIP destab: -5 | GalR3 antag: 5 | CHRM4 PAM: -2 | IDE act: 6 | MEKK3 PB1 HTS: 145* | CRFBP-R2 agonist: -1.7 | IDE cell inh: -2 | CRFBP-R2 block: 1 | PHOSPHO1 inh: 46
SMILES: Oc1cccc(Nc2nc(O)c(/C=C3\C=Nc4ccccc43)s2)c1
  pCIP destab: -53 | GalR3 antag: -6 | CHRM4 PAM: -16 | IDE act: -66 | MEKK3 PB1 HTS: 94 | CRFBP-R2 agonist: 15 | IDE cell inh: 11 | CRFBP-R2 block: -26 | PHOSPHO1 inh: 12
SMILES: O=C(Nc1ccc(F)c(Cl)c1)c1ccccc1
  pCIP destab: nt | GalR3 antag: -3 | CHRM4 PAM: 4 | IDE act: -1 | MEKK3 PB1 HTS: nt | CRFBP-R2 agonist: 0.9 | IDE cell inh: 3 | CRFBP-R2 block: 2 | PHOSPHO1 inh: nt
